Screens: PubChem BioAssay, several laboratories
Exocytosis inh: lytic granule exocytosis inhibition | inhibition, % at 10 µM | AID 651702 | 360,000 tested, 0.66% active | TALL-104 LAMP-1 surface exposure, flow cytometry; cells stimulated with thapsigargin and PMA;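 active = inhibition above about 55%, limit read from the data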
ABHD5-PLIN5 inh: ABHD5-PLIN5 protein interaction inhibition; Q00G26+Q8WTS1; AID 602281; 360,000 tested, 0.78% active; Split G. princeps luciferase complementation, luminescence, 4 h; inhibition, % at 4 µM;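 active = inhibition above the mean inhibition across every tested compound plus 3 SD, cut at about 22% in these data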;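 note: 0% = DMSO only wells and the 100% control is not disclosed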
TWEAK-Fn14 inh: TWEAK-Fn14 signaling inhibition | TWEAK-stimulated Fn14 reporter cells, luciferase luminescence, 8 h | inhibition, % at 10 µM | 360,000 tested, 2% active; in the data active = inhibition above about 50%
TROY NFkB inh: blocks TROY-dependent signaling in reporter cells; Q293 LMP1-TROYcd NF-kB luciferase reporter, 4 h; AID 1347056; 360,000 tested, 0.98% active; inhibition, % at 10 µM;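 active = compounds whose plate-normalised and pattern-corrected inhibition of the luciferase reporter signal at the single screening dose is 50% or more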
NCOA2 inhibitor: human SRC2 (NCOA2) inhibition. Q15596. HEK293 GAL4-SRC2 luciferase reporter, luminescence. inhibition, % at 9 µM. 370,000 tested, 0.17% active;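 active = inhibition above the mean inhibition of all tested compounds plus 3 SD, set per campaign, cut at about 52% in these data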;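 note: 0% = DMSO treated cells and 100% = cells given Gossypol at 36 µM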
TLR9-MyD88 block: inhibitors of human TLR9-MyD88 binding; Q9NR96+Q99836; CHO BLA complementation TLR9-MyD88, CCF4 FRET ratio; inhibition, % at 4.98 µM; 340,000 tested, 0.21% active; AID 504734;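 active = inhibition above the mean over all tested compounds plus 3 SD, cut at about 21% in these data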;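 note: 0% = DMSO only wells and 100% = clavulanate BLA inhibitor control wells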
SRC1 inh: human NCOA1 inhibition; Q15788; HEK293 GAL4-SRC1 luciferase reporter, luminescence; inhibition, % at 3.6 µM; 360,000 tested, 0.12% active; AID 588354;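 active = inhibition above the campaign mean plus 3 SD, with each screening campaign given its own cutoff, cut at about 60% in these data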;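 note: 0% = DMSO treated cells and 100% = gossypol at 36 µM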
NOD2 RIPK2 PPI: blocks binding of human NOD2 to RIPK2; O43353; CHO BLA complementation NOD2-RIPK2, CCF4 ratio; inhibition, % at 4.98 µM; 360,000 tested, 0.38% active; in the data active = inhibition above about 21%;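 note: 0% = vehicle only and 100% = reference blocker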
Target sequence (O43353 whole entry, looked up): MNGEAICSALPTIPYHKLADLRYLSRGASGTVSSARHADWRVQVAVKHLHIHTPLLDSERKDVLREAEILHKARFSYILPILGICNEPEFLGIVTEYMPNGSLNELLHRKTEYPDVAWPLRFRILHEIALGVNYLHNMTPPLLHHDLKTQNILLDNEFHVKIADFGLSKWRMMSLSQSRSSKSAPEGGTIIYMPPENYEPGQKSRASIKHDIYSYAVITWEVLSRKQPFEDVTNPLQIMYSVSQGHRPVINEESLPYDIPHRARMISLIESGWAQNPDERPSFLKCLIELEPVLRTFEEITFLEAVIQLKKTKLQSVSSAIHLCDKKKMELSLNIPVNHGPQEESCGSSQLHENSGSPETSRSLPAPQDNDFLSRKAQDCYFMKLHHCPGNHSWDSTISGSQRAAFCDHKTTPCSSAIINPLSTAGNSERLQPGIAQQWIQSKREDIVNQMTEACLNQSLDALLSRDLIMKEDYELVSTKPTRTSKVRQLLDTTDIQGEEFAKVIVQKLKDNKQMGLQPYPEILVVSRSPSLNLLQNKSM
NR2F2 inh: inhibitors of human COUP-TFII (NR2F2); inhibition, % at 8.6 µM; AID 686940; HEK293T NGFI-A luciferase reporter, luminescence; 370,000 tested, 0.7% active; P24468;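 active = inhibition above a per-plate cutoff, mean inhibition of test wells between control levels plus 3 SD, cut at about 38% in these data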;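 note: cells cotransfected with COUP-TFII expression vector driving the NGFI-A reporter; 0% = median of COUP-TF2 test wells and 100% = reporter-only cells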
Target sequence (P24468 whole entry, looked up): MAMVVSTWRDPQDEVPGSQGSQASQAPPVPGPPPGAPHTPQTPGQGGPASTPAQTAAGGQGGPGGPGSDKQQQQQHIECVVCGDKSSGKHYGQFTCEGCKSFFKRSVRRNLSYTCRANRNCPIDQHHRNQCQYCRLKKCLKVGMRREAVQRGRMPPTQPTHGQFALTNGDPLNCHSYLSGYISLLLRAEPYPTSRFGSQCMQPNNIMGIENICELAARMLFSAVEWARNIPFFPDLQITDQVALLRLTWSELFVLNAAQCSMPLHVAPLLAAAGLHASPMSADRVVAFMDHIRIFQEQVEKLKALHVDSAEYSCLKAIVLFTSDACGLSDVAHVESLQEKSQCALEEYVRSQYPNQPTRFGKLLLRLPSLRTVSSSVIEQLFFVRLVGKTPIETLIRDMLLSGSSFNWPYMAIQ
SRC3 inh: human NCOA3 inhibition; Q9Y6Q9; HEK293 GAL4-SRC3 luciferase reporter, luminescence; inhibition, % at 3.6 µM; 360,000 tested, 0.17% active; AID 588352;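 active = inhibition above a per-campaign cutoff, the mean of all compounds plus 3 SD, cut at about 60% in these data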;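 note: 0% = DMSO-treated cells and 100% = gossypol-treated cells at 36 µM; higher means less SRC3-driven luciferase light from the GAL4 reporter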
LRH-1 inv ag: NR5A2 inverse agonism in reporter assay; inhibition, % at 3.6 µM; 360,000 tested, 0.13% active; AID 602396; HEK293T StAR-luciferase reporter, LRH-1 transfected, 24 h; O00482;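 active = inhibition above the mean inhibition of all tested compounds plus 3 SD, cut at about 73% in these data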;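 note: 0% = DMSO wells and 100% = reporter-only cells lacking LRH-1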
An asterisk follows results filed as active; x = not tested or not shown.

SMILES	Exocytosis inh	ABHD5-PLIN5 inh	TWEAK-Fn14 inh	TROY NFkB inh	NCOA2 inhibitor	TLR9-MyD88 block	SRC1 inh	NOD2 RIPK2 PPI	NR2F2 inh	SRC3 inh	LRH-1 inv ag
C=CC[C@H](CC(=O)N[C@H](CO)Cc1ccccc1)C(=O)N[C@H](COC(=O)[C@@H](CC=C)CC(=O)OC(C)(C)C)Cc1c[nH]c2ccccc12	15	-7	0	7	-3	-5	-1	-9	12	6	15
CCN(Cc1ccccc1)S(=O)(=O)c1cc2[nH]c(=O)c(=O)[nH]c2cc1C	-6	9	14	-11	-28	-3	-10	-19	0	16	5
COc1ccc(N2CCN(C(=O)c3cccc(NS(=O)(=O)c4cccc(F)c4)c3)CC2)cc1	-1	4	-2	0	-8	-8	7	7	-4	17	-15
O=C(NN1C(=O)c2ccccc2NC1c1ccco1)c1ccc(Br)cc1 (stereo not given)	-2	0	3	16	-13	4	-12	-1	-26	-7	-10
Nc1nc(=S)c2ncn([C@@H]3O[C@H](CO)[C@@H](O)[C@H]3O)c2[nH]1	1	-10	13	15	-16	-1	44	-10	-15	55	81*
COC(=O)C[C@H]1CC[C@@H](NC(=O)Nc2ccc3c(c2)OCO3)[C@@H](CO)O1	0	3	x	x	-11	x	x	-8	-3	x	-6
CSc1ccc(CN2CCC(CO)(CCOc3ccccc3)CC2)cc1	30	3	9	27	3	-3	10	3	2	5	-20
COc1cccc(C2C(C(=O)Nc3cccnc3)=C(C)Nc3nnnn32)c1OC (stereo not given)	1	2	5	-9	-5	-6	0	-7	17	10	13
Cc1csc(NC(=O)[C@@H]2CCCN2C(=O)c2cccs2)n1	-6	4	11	-15	4	3	-3	3	-1	-2	-6
O=C(CCc1c[nH]c2ccccc12)NC(Cc1c[nH]c2ccccc12)C(=O)O (stereo not given)	-16	-6	1	5	-21	0	3	-15	4	-10	9
CCOC(=O)c1c(NC(=O)C(C)NCc2ccco2)sc2c1CCC(C)C2 (stereo not given)	1	-1	-9	-11	6	-2	-1	-15	7	5	-7
O=C(Nc1ccccc1)N(Cc1cccnc1)Cc1ccco1	1	7	19	10	-2	1	-11	-4	8	-28	0
Cc1ccc(Cn2ncn(-c3ccccc3)c2=O)cc1	0	-2	-11	-20	-22	6	-19	1	0	-22	-2
O=S(=O)(Cc1cc(Cl)nc(-c2ccncc2)n1)c1ccccc1	-1	-2	-16	51*	7	6	-6	-1	-2	-22	-21
CN(C)C(=O)Cn1cnc2c(cnn2-c2ccc(F)cc2)c1=O	-2	3	-13	-1	-6	6	-6	-14	8	-5	-1
CN(C)/C=N/c1nc(-c2ccc3c(c2)OCO3)cs1	-1	-1	-29	-44	-97	6	-106	-1	-54	-75	-120
CC1CC(NC(=O)C2(C)CC2(Cl)Cl)CC(C)(C)C1 (stereo not given)	-1	-4	8	2	11	0	-12	-6	-15	20	21
Cc1ccc2occ(/C=N/NC(=O)c3ccccc3O)c(=O)c2c1	-1	5	58*	20	16	1	32	-2	17	18	45
CCOc1ccc2oc(-c3ccccc3)c(C(=O)N(C)C)c2c1	0	3	6	0	-21	-1	-4	-1	20	13	25
CCOC(=O)c1cccc(NC(=O)CSc2nnc(-c3ccoc3C)n2CC)c1	-3	2	3	-9	-10	-1	-8	-9	-15	22	7
Cn1c(Cn2nnc3ccccc32)nnc1SCC(=O)Nc1nccs1	-3	4	-7	-3	-11	-1	-14	-4	3	4	15
COc1cccc(NC(=O)CSc2nncn2N)c1	-2	16	-8	0	2	-2	-29	4	-2	-7	-4
COc1ccc(NC(=O)CN2C(=O)NC3(CCCC3)C2=O)c(OC)c1	5	-1	81*	7	-18	-3	-2	2	27	6	-1
CCCS(=O)(=O)NC(=O)C1(C)CCN(C(=O)c2ccccc2F)C1 (stereo not given)	7	1	-23	-6	12	x	2	-13	-2	-14	-18
COc1cccc(C(=O)Nc2cc(C)c3c(=O)oc4ccccc4c3n2)c1	-6	-3	-21	-3	16	-37	6	6	-3	-1	1
CCCCCCCC(=O)Nc1cc(C(=O)NCc2ccc(C)cc2)ccc1N1CCC2(CC1)CC(c1cccc(Br)c1)=NO2	-2	-3	-18	-7	16	8	-5	5	-8	-9	-9
O=C(Cn1ncc2c([nH]c3ccccc32)c1=O)Nc1cccnc1	2	0	0	15	13	-5	-1	-8	17	4	9
C[C@H](CO)N1C[C@H](C)[C@H](CN(C)C(=O)NC2CCCCC2)Oc2cc(-c3cccnc3)ccc2S1(=O)=O	-2	0	3	-1	-14	-5	-9	-3	-15	21	7
Nc1ccn([C@@H]2O[C@H](C(=O)Nc3ccc(Oc4ccccc4)nc3)[C@@H](O)[C@H]2O)c(=O)n1	1	-1	14	-1	5	x	-2	6	3	10	-13
COc1cccc(-c2nc(-c3ccc4c(c3)NC(=O)CO4)cs2)c1	-2	-4	-1	6	-35	2	-43	-3	-38	-56	-77
CCN(C(=O)COC(=O)c1c(-c2ccccc2)noc1C)c1c(N)n(Cc2ccccc2)c(=O)[nH]c1=O	-2	3	8	6	-11	2	12	-3	-7	12	2
COc1ccc(Oc2ccc(C(F)(F)F)cc2N)cc1	5	3	-12	-33	-11	-16	-24	-4	-19	-34	-7
CCn1cc(C(=O)N[C@@H](C)C(=O)NCCO)c(=O)c2cc3c(cc21)OCO3	-6	1	11	3	4	4	-4	-4	21	2	2
Cc1ccc2c(c1)N(C(=O)CCC(=O)NCc1cccc(F)c1)CCO2	0	-3	8	-11	-8	1	-5	-4	-14	-14	-9
CCOc1ccc(N(CC(=O)NCCSCc2ccc(C)cc2)S(C)(=O)=O)cc1	16	1	-8	17	0	3	-16	-3	-6	10	9
Cc1ccc(NC(=O)c2ccc(Br)o2)cc1S(=O)(=O)N(C)C	-1	-5	-10	-24	-57	4	-51	8	-28	-63	-87
c1ccc(CN(Cc2ccccc2)c2c3c(nc4ncnn24)CCC3)cc1	-5	-4	-12	4	2	1	15	-2	-4	24	9
C=CCSC1=C(C#N)C(c2cc(Br)c(O)c(OC)c2)CC(=O)N1 (stereo not given)	-6	-11	-3	-5	12	-10	-14	-11	-2	19	4
COc1cc(C(=O)OCC(=O)NC(=O)NCc2ccccc2)ccc1OC(F)F	7	16	-16	-1	-5	-6	7	3	10	14	-2
Cc1ccccc1OCc1nc2ccccc2[nH]1	-6	-4	-40	-55	-44	-2	-131	2	-44	-80	-179
CCCS(=O)(=O)NCc1cn2c(C)csc2n1	0	2	8	-44	-17	7	-52	2	-41	-58	-47
CCC(=O)Oc1ccc2c(C)cc(=O)oc2c1C(=O)c1ccccc1	-5	1	-1	24	17	6	-8	2	-2	-12	2
CC(C)C(=O)Nc1ccc(C(=O)NNC(=S)NC(=O)c2cccs2)cc1	-1	0	15	7	4	-1	6	-5	24	3	24
Cc1ccc(NC(=O)CN2CCCC2c2cccn2C)cc1C (stereo not given)	-3	5	18	-11	-8	5	4	-10	8	-8	8
Cc1ccsc1C(=O)N1CCCC(C)(C(=O)NS(=O)(=O)C2CC2)C1 (stereo not given)	-10	4	-7	9	-21	x	-5	-11	-2	-13	8
COc1ccc(OCCSc2nc3nc(C)cc(C)n3n2)cc1	-1	-6	1	11	-18	2	-27	4	-1	-10	12
COc1ccc(OC)c(C(O)c2ncc(-c3cccc(C(F)(F)F)c3)[nH]2)c1 (stereo not given)	2	-11	0	14	-28	x	11	-9	19	2	7
Cc1ccc(OCC(=O)Nc2c(C)nn(-c3ccccc3)c2C)c(Br)c1	2	2	23	35	14	2	1	-3	15	-1	-2
O=C(Cn1nnc(-c2ccc(F)cc2)n1)Nc1cccc(S(=O)(=O)N2CCCC2)c1	-1	-10	10	18	3	4	-18	-5	17	3	-4
O=S(=O)(O)c1cc(O)c2ccc(Nc3ccccc3)cc2c1	-6	5	32	37	-20	-8	-3	-3	-5	1	-1
COc1ccccc1Cc1c(-c2cccc(Cl)c2)nc2ccc(Br)cn12	0	-2	9	-36	-16	x	-57	-10	-4	-63	-54
C[C@H](O)[C@@H]1C(=O)N2CCc3ccc(N4CCN(C)CC4)cc3[C@@H]2C[C@@H]1N(C)C(=O)c1ccco1	-6	2	-3	5	13	10	-8	4	10	5	-4
CSc1ncccc1C(=O)OCC(=O)Nc1nc(C)c(Cl)cc1Cl	1	8	-34	-11	-33	2	-19	-3	-6	17	-1
O=C(Nc1ccc(N2CCN(C(=O)c3cccs3)CC2)c(Cl)c1)c1cccnc1	-3	8	-4	29	6	3	21	13	19	3	14
O=C(O)CCC1(CCC(=O)O)c2ccccc2-c2ccccc21	1	6	9	-3	-10	14	-7	1	-2	-8	5
CC(C)C(O)C1CCN(Cc2nc(-c3cccs3)no2)CC1 (stereo not given)	1	-3	-6	-17	-66	-2	-75	-1	-32	-35	-60
CC(C1CC2CCC1C2)n1c(COc2ccccc2F)nnc1SCC(N)=O (stereo not given)	-2	6	-6	17	-5	-10	2	5	14	18	0
Cc1ccnc(NS(=O)(=O)c2ccc(NC(=O)C3CCCNC3=O)cc2)n1 (stereo not given)	0	0	-10	1	-6	4	4	-11	-7	9	6
Cc1ccccc1S(=O)(=O)NCc1cccnc1	-5	0	-10	0	-32	-5	3	-4	3	19	18
O=C(c1ccccc1)c1nnc(-c2ccncc2)o1	-4	3	2	-75	-30	6	-6	-7	-4	20	19

Record cards, as listed above. Order of screens: Exocytosis inh | ABHD5-PLIN5 inh | TWEAK-Fn14 inh | TROY NFkB inh | NCOA2 inhibitor | TLR9-MyD88 block | SRC1 inh | NOD2 RIPK2 PPI | NR2F2 inh | SRC3 inh | LRH-1 inv ag
`Cc1ccccc1S(=O)(=O)NCc1cccnc1` is listed as -5 | 0 | -10 | 0 | -32 | -5 | 3 | -4 | 3 | 19 | 18
`Cc1ccc(NC(=O)CN2CCCC2c2cccn2C)cc1C` (stereo not given) is listed as -3 | 5 | 18 | -11 | -8 | 5 | 4 | -10 | 8 | -8 | 8
`COc1ccc(OC)c(C(O)c2ncc(-c3cccc(C(F)(F)F)c3)[nH]2)c1` (stereo not given) is listed as 2 | -11 | 0 | 14 | -28 | x | 11 | -9 | 19 | 2 | 7

(list continues)
SMILES	Exocytosis inh	ABHD5-PLIN5 inh	TWEAK-Fn14 inh	TROY NFkB inh	NCOA2 inhibitor	TLR9-MyD88 block	SRC1 inh	NOD2 RIPK2 PPI	NR2F2 inh	SRC3 inh	LRH-1 inv ag
Cc1cccc(-c2noc(C(C)NC(=O)c3ccco3)n2)c1 (stereo not given)	-5	2	4	-2	-13	0	2	-7	2	12	0
COc1cc(NC(=O)CNC(=O)Cn2c(C)cc3ccccc3c2=O)cc(OC)c1OC	-4	5	-10	18	6	-3	-11	0	-2	-14	5
O=C(CN1CCN(Cc2ccccc2)CC1)Nc1ccccc1-c1ccccc1	8	5	5	9	10	-26	13	9	12	17	-6
O=C(CCc1ccccc1)NNC(=S)NCCc1ccccc1	3	8	-4	-4	-13	1	-2	0	-6	14	18
CCc1ccc2[nH]c(=O)c(C(c3nnnn3Cc3ccccc3)N3CCOCC3)cc2c1 (stereo not given)	-1	0	16	12	-6	-3	8	-4	5	4	7
C[C@H](NS(=O)(=O)c1ccc(F)cc1)C(=O)OCC(=O)c1c(N)n(C)c(=O)n(C)c1=O	1	10	11	-6	2	2	-11	-2	10	2	14
[O-]/C(=C(\C(=S)Nc1ccc(SC(F)F)cc1)[n+]1cccc(CO)c1)c1ccc(Cl)s1	-2	-16	15	-3	-19	-4	-29	1	-1	-29	-53

An excerpt, so the mix of outcomes need not match the whole.
